MgcRacGAP inhibition – MgcRacGAP GTPase-activating activity inhibitors, confirmation, biochemical, ADP Hunter fluorescence; 340,000 compounds, 0.6% hits; inhibition, % at 30 µM, or IC50 in µM where a hit was titrated; MgcRacGAP-stimulated Rac1 GTP hydrolysis, ADP Hunter fluorescence; higher % means a stronger effect; GST-tagged Rac1 F28L mutant substrate;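 active means first-screen hits whose inhibition reached a set limit at any dose in the follow-up dose series; inconclusive means inhibition above the set first-screen limit but never retested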;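 further: fluorescence reports GDP produced by GAP-driven GTP hydrolysis; strong numbers were not always called active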
LYP inhibition – inhibitors of LYP phosphatase, biochemical, fluorescence intensity, uHTS (AID 1779) | recombinant LYP phosphatase, fluorescence intensity; higher % means a stronger effect | inhibition, % at 11.5 µM; hits with a dose series show IC50 in µM | 290,000 compounds, 0.054% hits; in the data active means inhibition above about 50%;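 further: plate controls were vehicle with enzyme for no effect and no enzyme for full effect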
Siah-1 displacement – Siah-1 peptide-binding antagonists, primary screen, biochemical, fluorescence polarization, rhodamine-plectin, uHTS (AID 1817); Siah-1 / rhodamine-plectin peptide fluorescence polarization; higher % means a stronger effect; 290,000 compounds, 0.02% hits; one-dose displacement, % at 20 µM; IC50 in µM for titrated hits;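 active means displacement of at least 50% at 20 µM, with a fluorescence ratio check between 0.3 and a set limit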;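 further: plate controls were Siah plus tracer with DMSO for no effect and tracer alone without Siah for full effect; strong numbers were not always called active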
AID2073 – inhibitors of Mint1-CaV2.2 protein interaction, biochemical, HTRF (AID 2073) | inhibition, % at 20 µM; hits with a dose series show IC50 in µM | 290,000 compounds, 0.19% hits | HTRF protein-protein interaction, Mint1-CaV2.2; higher % means a stronger effect; in the data active means inhibition mostly above about 51%, no sharp cut-off; inconclusive means no clear call, values can overlap the other calls; inactive means mostly below about 53%; further: some results filed as inactive read as strong as hits
NS5 inhibitors – Dengue-2 NS5 methyltransferase inhibitors, primary screen, biochemical, confirmation dose response (AID 588689). Dengue-2 NS5 methyltransferase capping enzyme assay, biochemical; higher % means a stronger effect. inhibition, % at 25 µM; hits with a dose series show IC50 in µM. 340,000 compounds, 0.3% hits; in the data active means a potency from the dose series; inconclusive means inhibition above about 29% without an active follow-up result
HIV fusion peptide – inhibitors of HIV fusion peptide binding, primary screen, biochemical, uHTS, fluorescence dequenching (AID 1986); cell-free peptide binding, fluorescence dequenching, 30 min; higher % means a stronger effect; one-dose inhibition, % at 20 µM; IC50 in µM for titrated hits; 290,000 compounds, 0.3% hits; in the data active means inhibition mostly above about 52%, no sharp cut-off; inactive means mostly below about 76%; further: some results filed as inactive read as strong as hits
RSV CPE inhibition – inhibition of RSV-induced cytopathic effect – HEp-2 cells, primary 10 µM value included (AID 2391); CPE inhibition, % at 10 µM; hits with a dose series show IC50 in µM; 310,000 compounds, 0.13% hits; HEp-2 cells, RSV-induced CPE inhibition; higher % means a stronger effect; in the data active means a potency from the dose series; inconclusive means CPE inhibition mostly from about 23% at the one dose, without a potency; inactive means the rest, 99 in 100 with CPE inhibition below about 21%; further: strong numbers were not always called active
XIAP antagonists – XIAP antagonists, biochemical, IAP family, fluorescence polarization (AID 1018); XIAP BIR domain, fluorescence polarization peptide displacement; higher % means a stronger effect; one-dose displacement, % at 20 µM; IC50 in µM for titrated hits; 200,000 compounds, 0.007% hits; in the data active means displacement above about 50%; further: a part of the inactive calls stands beside numbers as strong as those of hits
SV40 large T antigen – SV40 large T antigen inhibitors, biochemical (AID 1903); SV40 large T antigen ATPase/helicase inhibition assay; higher % means a stronger effect; one-dose inhibition, % at 20 µM; IC50 in µM for titrated hits; 310,000 compounds, 0.39% hits; in the data active means a potency from the dose series; inconclusive means inhibition mostly from about 32% at the one dose, without a potency; inactive means the rest, 99 in 100 with inhibition below about 32%; further: strong numbers were not always called active
NS5 inhibitors pilot replicate – also measured in NS5 inhibitors; calls as there; inhibition, %; measured here: pilot screen replicate inhibition
* = called active by the depositor; u = inconclusive; x = no result given.

SMILES	MgcRacGAP inhibition	LYP inhibition	Siah-1 displacement	AID2073	NS5 inhibitors	HIV fusion peptide	RSV CPE inhibition	XIAP antagonists	SV40 large T antigen	others
CSc1nnc2n(Cc3ccccc3)c(=O)c3c4c(sc3n12)COC(C(C)C)C4 (configuration not stated)	x	9%	-1%	1%	x	0.8%	1.9%	-7.8%	1%
CC[n+]1c(-c2ccccc2)csc1Nc1c(C)n(C)n(-c2ccccc2)c1=O	3%	-6%	4%	-10%	-5%	0.2%	1.3%	-6.5%	28%
CN(Cc1ccccc1NC(=O)c1ccc(S(=O)(=O)N(C)C)cc1)C1CCCCC1	x	0%	6%	-6%	x	1.8%	0.7%	-1.8%	-5%
Cc1cc(=O)[nH]c(NCc2ccc(Cl)cc2)n1	7%	-8%	0%	11%	-12%	-1.6%	0.3%	x	0%
c1ccc2c(Cn3ccnc3)cccc2c1	-1%	-1%	2%	8%	x	-0.8%	3.0%	x	11%
Cc1cc2n(n1)C(c1ccc3c(c1)OCO3)Nc1c(C)cccc1-2 (configuration not stated)	8%	-14%	-3%	-5%	-2%	-0.9%	10%	-3.6%	9%
Cc1ccc(C)c(S(=O)(=O)NCc2ccc(C(=O)NCc3ccco3)cc2)c1	4%	-2%	-2%	11%	-5%	5.2%	-0.4%	-7.4%	27%
O=C(NCc1ccccc1)c1ccc(N2CCC3(CC2)CC(c2ccccc2)=NO3)c([N+](=O)[O-])c1	0%	-5%	1%	-2%	-4%	-1.2%	-2.4%	x	16%
O=C(Cc1ccc(Cl)cc1)NCC(=O)N1CCCCC1	6%	-7%	0%	-7%	5%	-3.1%	-0.5%	-2.2%	10%
COC(CNC(=O)c1ccc2c(c1)ncn2C1CCCCCC1)OC	10%	0%	4%	6%	-4%	1.1%	2.7%	x	3%
C=CCOc1ccc(Br)cc1CNC(C)(C)CO	2%	-14%	4%	-2%	8%	-0.8%	-1.2%	-3.4%	11%
COc1cccc(Cn2c(-c3cccs3)noc2=O)c1	0%	-1%	3%	-1%	-7%	-1.2%	0.2%	-5.2%	2%
COC(=O)CNc1nc(-c2ccncc2)nc2ccccc12	9%	-9%	1%	3%	-1%	-0.6%	7.6%	0.9%	0%
Cc1cc(C)c(C)c(OCCCCn2cnc3ccccc3c2=O)c1	5%	-4%	4%	-5%	-2%	-1.5%	4.0%	-2.8%	9%
COc1ccc(C(=O)OCCNC(=O)c2ccncc2)cc1OC	8%	-3%	-2%	2%	-6%	-2.4%	1.6%	-7.6%	5%
C/C(=N\NC(=O)Cc1ccc(Cl)cc1)c1ccccn1	1%	-2%	-4%	14%	-3%	-0.5%	0.6%	-6.7%	-3%
CCOC(=O)c1ccc(OC(=O)CCCCCN=C(N)N)cc1	0%	x	x	x	-2%	x	-0.3%	x	10%
C[C@@H](Nc1nc(-c2ccccc2)nc2c1oc1ccccc12)C(=O)O	8%	0%	3%	6%	-5%	1.5%	3.1%	2.2%	19%
CN(C)Cc1c(O)ccc2oc(Cc3ccccc3)cc12	12%	-4%	-7%	7%	-6%	-1.6%	0.2%	-8.4%	1%
CCn1c(=O)c2cc(C(=O)NCCCOC)sc2c2ccccc21	7%	-8%	-3%	2%	4%	0.0%	-0.7%	x	6%
COc1ccc(CCc2nnc(CCC(=O)NCc3ccc4ncccc4c3)o2)cc1	0%	-5%	4%	-2%	6%	1.6%	0.7%	-2.8%	0%
O=C(O)CNC(=O)c1ccc2c(c1)OCCO2	4%	-4%	-2%	1%	-2%	-2.4%	0.2%	-4.4%	8%
COC(=O)CN1C(=O)N(c2ccccc2)C(N(O)C(=O)Nc2ccccc2)C1(C)C (configuration not stated)	3%	-11%	0%	4%	-1%	-0.7%	1.5%	2.7%	2%
O=C1CC(c2ccccc2)NC(=O)N1 (configuration not stated)	22%	4%	-8%	10%	x	-1.5%	0.9%	-3.3%	20%
CC(C)(C)S(=O)(=O)Cc1nc(-c2ccc(Cl)c(Cl)c2)cs1	0%	-6%	1%	-5%	-5%	0.1%	x	x	2%
SMILES	MgcRacGAP inhibition	LYP inhibition	Siah-1 displacement	AID2073	NS5 inhibitors	HIV fusion peptide	RSV CPE inhibition	XIAP antagonists	SV40 large T antigen	others
CCCCCCc1c(C)c2ccc(OCC(=O)N3CCC[C@H]3C(=O)O)c(C)c2oc1=O	3%	-3%	9%	31%	-8%	17%	2.3%	x	15%
Cc1ccc(NC(=S)/N=C(\N)Nc2nc(C)c3cc(C)ccc3n2)c(C)c1	9%	-4%	3%	-5%	-2%	2.0%	21%	-6.6%	7%
Cc1cc(C)nc(NC(=NCc2ccc3c(c2)OCO3)NC(=O)Nc2ccccc2)n1	13%	1%	3%	0%	-2%	1.3%	-2.0%	-1.1%	9%
N#Cc1ccc(COC(=O)Cn2nnc(-c3ccccc3)n2)cc1	-1%	-5%	-2%	-12%	0%	-1.2%	0.6%	0.9%	-2%
CC(Oc1ccccc1[N+](=O)[O-])C(=O)N/N=C/c1ccoc1 (configuration not stated)	5%	-8%	2%	9%	-3%	0.7%	2.6%	x	10%
COC(=O)c1sccc1S(=O)(=O)Nc1ccc(S(N)(=O)=O)cc1	10%	-4%	-5%	26%	5%	0.6%	x	x	9%
O=C(Cn1c(=O)cnc2ccccc21)N1CCN(S(=O)(=O)c2cccc([N+](=O)[O-])c2)CC1	4%	x	x	x	-11%	x	-0.8%	x	6%
COCCn1nnnc1CN1CCN2CCCC2C1 (configuration not stated)	0%	-9%	3%	-2%	-1%	1.4%	0.7%	-4.3%	-5%
CC(=O)N1CC(C)Sc2ccc(S(=O)(=O)NC(C)c3ccccc3)cc21 (configuration not stated)	12%	-11%	-7%	2%	-3%	-2.3%	4.8%	x	13%
C=CCn1c(SCC(=O)c2c(N)n(CCC)c(=O)n(C)c2=O)nnc1-c1ccncc1	-1%	-2%	3%	9%	-3%	0.8%	1.5%	-3.8%	11%
CN1CC(c2ccccn2)C2(SC(=S)N(Cc3ccccc3)C2=O)C12C(=O)Nc1ccccc12 (configuration not stated)	7%	-1%	1%	-17%	-6%	-4.0%	-2.5%	-25%	-4%
O=C(N/C(=C\c1ccc(F)cc1)C(=O)N1CCCCCC1)c1ccccc1	12%	-4%	-2%	-10%	-3%	-0.3%	1.1%	-1.8%	13%
COc1ccc(C(C(=O)NC2CCCC2)N(CC2CCCO2)C(=O)Cn2nnc(-c3ccc(C)o3)n2)cc1 (configuration not stated)	3%	-5%	1%	4%	1%	-0.6%	3.5%	-1.4%	-2%
CC(=O)Nc1c2c3c(cccc3n(C)c1=O)C(=O)c1ccccc1-2	11%	-1%	38%	9%	u	-1.9%	-0.5%	6.0%	7%
Cc1cc(S(=O)(=O)N2CCOCC2)ccc1NC(=O)c1ccc(F)cc1	7%	-6%	0%	6%	0%	-2.3%	5.5%	x	3%
O=C(c1cc(-c2cccs2)on1)N1CCN(C(c2ccccc2)c2ccccc2)CC1	6%	13%	-1%	34%	0%	3.4%	1.0%	-11%	3%
CC1(CC(=O)N/N=C/c2cc([N+](=O)[O-])c(O)cc2O)OCCO1	x	-2%	8%	16%	x	22%	0.4%	-2.7%	5%
CCOC(=O)c1ccc(NC(=O)CN(C)S(=O)(=O)c2ccc(OC)cc2)cc1	0%	-5%	-3%	-6%	-2%	9.1%	4.2%	-3.5%	18%
COc1ccc(S(=O)(=O)N2CCCC(C(=O)NCc3ccco3)C2)cc1Cl (configuration not stated)	0%	-2%	-2%	-10%	-3%	-1.5%	-0.1%	-4.5%	5%
COc1cccc(/C=N/NC(=O)C(=O)NCc2cccnc2)c1	4%	-4%	11%	2%	-6%	-2.2%	-0.8%	-3.3%	4%
COc1cc(-c2nc3cnccn3c2Nc2c(C)cccc2C)ccc1O	46µM*	0%	-1%	2%	1%	-1.1%	1.2%	1.9%	31%
CCOc1ccc(NC(=S)NC(=O)c2c(Cl)cnn2CC)c([N+](=O)[O-])c1	4%	-3%	8%	-2%	1%	1.4%	1.7%	-4.0%	5%
O=C(NCc1ccccc1)c1onc(CSc2ccncc2)c1C(=O)NCc1ccccc1	3%	x	x	x	-7%	x	0.0%	x	16%
Cc1nc2ccc(N)cc2s1	6%	-2%	5%	-2%	-1%	1.7%	1.3%	-7.7%	19%
Cc1cccc(-n2nc3c(c2NC(=O)C2CC2)CS(=O)(=O)C3)c1C	6%	-12%	3%	-1%	-9%	0.6%	1.9%	x	5%

Next section (three carried over from the part before).
SMILES	MgcRacGAP inhibition	LYP inhibition	Siah-1 displacement	AID2073	NS5 inhibitors	HIV fusion peptide	RSV CPE inhibition	XIAP antagonists	SV40 large T antigen	others
O=C(NCc1ccccc1)c1onc(CSc2ccncc2)c1C(=O)NCc1ccccc1	3%	x	x	x	-7%	x	0.0%	x	16%
Cc1nc2ccc(N)cc2s1	6%	-2%	5%	-2%	-1%	1.7%	1.3%	-7.7%	19%
Cc1cccc(-n2nc3c(c2NC(=O)C2CC2)CS(=O)(=O)C3)c1C	6%	-12%	3%	-1%	-9%	0.6%	1.9%	x	5%
O=C(CSCc1ccc(F)cc1)Nc1ccccc1C(=O)N1CCOCC1	7%	-8%	5%	36%	-4%	2.3%	1.0%	1.4%	0%
COc1ccc(/C(N)=N/OC(=O)Oc2ccccc2)cc1OC	-1%	-4%	-3%	0%	-10%	1.1%	2.4%	49%	2%
CCN1CCc2[nH]c3ccccc3c2C1	x	-9%	0%	4%	-5%	-0.1%	0.1%	x	8%
CCOC(=O)c1[nH]c(C)c(C(=O)OCCN2C(=O)c3ccccc3C2=O)c1C	6%	-5%	-2%	28%	-7%	-2.2%	0.4%	-7.7%	2%	NS5 inhibitors pilot replicate=3.6
O=C1NCCN1C(=O)N(c1ccccc1)c1ccccc1	-16%	-11%	0%	2%	-6%	-0.3%	0.9%	-6.7%	2%
CCOc1ccc(CNC(=O)c2nnc(CS(=O)(=O)c3ccccc3)o2)cc1OC	4%	-3%	6%	-2%	0%	-1.6%	1.7%	x	9%
O=C(O)c1cnn(-c2nc(-c3cccc(F)c3)cs2)c1C(F)(F)F	7%	-3%	0%	20%	-3%	4.8%	1.6%	-4.7%	14%
O=C(NC(=S)NCc1ccccc1)c1cccs1	6%	-2%	1%	-10%	5%	0.7%	5.4%	x	24%
COc1cccc(N(C(=O)c2cnccn2)C(C(=O)NC2CCCCC2)c2ccc(Cl)cc2)c1 (configuration not stated)	8%	6%	2%	-2%	-3%	-1.4%	1.1%	-2.0%	20%
COc1ccc(-n2c(=O)c3ccccc3n(CC(=O)NCc3ccco3)c2=O)cc1	-2%	-3%	-2%	4%	-8%	-1.3%	1.1%	1.0%	21%
CCN(CCn1cccn1)Cc1cn[nH]c1-c1cccc2ccccc12	14%	-7%	-2%	-4%	-1%	-0.8%	0.1%	x	12%
COc1ccc(C2C(C(=O)c3cccs3)=C(O)C(=O)N2c2cccc(C)n2)cc1 (configuration not stated)	0%	-2%	1%	23%	5%	3.8%	-0.2%	x	19%
Cc1ccc(CN2CCN(CC(=O)O)C2=O)cc1	2%	-6%	10%	-8%	9%	2.4%	0.3%	-3.9%	2%
